Source: PubChem
CIT2 TOR yeast – modulators of CIT2-GFP expression in yeast, primary screen, S. cerevisiae, GFP fusion, multiplex flow cytometry, MLPCN library; actives 0.065% (n = 320,000); AID 2029, 2009; GFP response vs DMSO, % at 10 µM; S. cerevisiae CIT2-GFP strain, 3 h; 100 means same as DMSO wells;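 active = GFP response relative to DMSO above a set limit, near the screen mean plus 3 SD, cut at about 150% in these data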;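 also: ratio of well median GFP fluorescence to mean of DMSO wells on the plate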
VLA-4 inh – inhibition in human VLA-4 binding assay, primary screen, VLA-4 allosteric modulator project, MLPCN library, flow cytometry, VLA-4 expressing cells; actives 0.2% (n = 330,000); inhibition, % (about 7 µM as worked out from the volumes in the protocol); Integrin alpha-4 (Homo sapiens), P13612; AID 2557, 2010; ligand binding flow cytometry; in the data active = inhibition above about 50%
MCL1 BIM primary – inhibitors of MCL1 binding to BIM-BH3, primary screen, biochemical, fluorescence polarization; GST-MCL1 / FITC-Bim-BH3 fluorescence polarization; actives 0.68% (n = 320,000); inhibition, % at 10.9 µM; Induced myeloid leukemia cell differentiation protein Mcl-1 (Homo sapiens), Q07820; AID 2057, 2009;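 active = inhibition above the mean inhibition of all tested compounds plus 3 SD, set per campaign, cut at about 40% in these data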;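 also: 0% = DMSO wells and 100% = unlabeled Bim-BH3 peptide control; higher means more loss of mP so more displacement of Bim peptide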
GLD-1 TGE inh – GLD-1/TGE RNA complex disruptors, primary screen, biochemical, fluorescence polarization. Female germline-specific tumor suppressor gld-1 (Caenorhabditis elegans), Q17339. purified GLD-1 + fluorescein TGE RNA. actives 0.44% (n = 320,000). inhibition, % at 5.96 µM. AID 2280, 2010;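 active = percent inhibition above a per-plate cutoff, the plate mean of test compounds plus 3 SD, cut at about 30% in these data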;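 also: 0% = DMSO wells with GLD-1 and probe and 100% = wells lacking GLD-1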
Target sequence (Q17339 whole entry, looked up): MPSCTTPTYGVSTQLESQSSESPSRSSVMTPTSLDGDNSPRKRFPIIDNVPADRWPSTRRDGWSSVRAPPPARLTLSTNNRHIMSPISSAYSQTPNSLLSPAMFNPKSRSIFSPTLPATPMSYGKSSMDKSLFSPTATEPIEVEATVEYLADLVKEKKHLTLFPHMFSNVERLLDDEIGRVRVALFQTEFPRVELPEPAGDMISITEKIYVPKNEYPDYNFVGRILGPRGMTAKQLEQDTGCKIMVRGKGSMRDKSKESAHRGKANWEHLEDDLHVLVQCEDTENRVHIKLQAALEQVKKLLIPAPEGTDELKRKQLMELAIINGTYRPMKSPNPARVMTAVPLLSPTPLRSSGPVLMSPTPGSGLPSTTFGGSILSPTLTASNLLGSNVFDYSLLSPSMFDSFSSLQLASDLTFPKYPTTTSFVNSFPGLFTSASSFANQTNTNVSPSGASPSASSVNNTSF
Yeast superoxide – reduction of superoxide in aged yeast, primary screen, HTS | S. cerevisiae aged cells, superoxide DHE fluorescence; active compounds read low | superoxide response (% of plate mean), % at 10 µM | AID 2690, 2010 | actives 0.18% (n = 330,000);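 active = superoxide response under a set limit, about three screen SD below normal, cut at about 65% in these data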;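 also: yeast aged for seven days with compound at 30 °C before DHE staining; 100% = average MFI of all compound-treated wells on the plate with controls excluded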
MEX-5 binding – MEX-5 zinc finger RNA-binding disruptors – biochemical, C. elegans, fluorescence polarization, MLPCN library, primary screen. AID 1832, 2009. MEX-5/FITC-TCR2 RNA binding; active compounds read low. activity score (negative = inhibition of binding), % at 10 µM. actives 0.38% (n = 300,000);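 active = inhibition past about -25% in most replicates, and total fluorescence under double the plate's negative control median, limit read from the data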;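 also: 0% = DMSO and -100% = 5 µM competing unlabeled TCR2 RNA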
Target sequence (Q9XUB2 whole entry, looked up): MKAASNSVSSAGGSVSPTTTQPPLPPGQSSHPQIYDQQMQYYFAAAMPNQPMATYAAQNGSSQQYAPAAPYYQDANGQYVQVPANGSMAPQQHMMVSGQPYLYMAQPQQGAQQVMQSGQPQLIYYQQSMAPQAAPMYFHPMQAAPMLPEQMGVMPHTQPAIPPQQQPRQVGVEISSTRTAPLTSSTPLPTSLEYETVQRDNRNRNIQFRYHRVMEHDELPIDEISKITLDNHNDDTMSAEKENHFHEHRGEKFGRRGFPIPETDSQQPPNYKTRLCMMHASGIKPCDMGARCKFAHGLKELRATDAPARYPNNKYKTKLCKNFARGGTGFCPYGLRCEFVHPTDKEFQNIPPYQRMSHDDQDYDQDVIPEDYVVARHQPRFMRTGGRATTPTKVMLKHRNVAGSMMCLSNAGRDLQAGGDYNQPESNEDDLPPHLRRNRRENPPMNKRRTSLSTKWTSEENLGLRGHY
AGP1 TOR yeast – modulators of AGP1-GFP expression in yeast TOR pathway, primary screen, cell-based, multiplex flow cytometry, S. cerevisiae, MLPCN library. 3 h; GFP as percent of DMSO wells. actives 0.02% (n = 320,000). GFP response vs DMSO, % at 10 µM;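 active = GFP response relative to DMSO above a set limit, near screen average plus 3 SD, cut at about 150% in these data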;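 also: median GFP channel fluorescence of the gated AGP1 strain per well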
GRK2 inh – compounds blocking aptamer binding on GRK2 – biochemical, human GRK2, bead flow cytometry, HTS, primary screen; inhibition of aptamer binding, % at 10 µM; FAM-aptamer displacement from GRK2; actives 0.59% (n = 330,000);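 active = inhibition of aptamer binding above 40%, roughly 3 SD of noise, on plates passing a quality check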;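 also: median bead fluorescence of bound FAM aptamer so fluorescent compounds give negative values; no value below 0 was filed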
Bcl-xL primary – inhibitors of human Bcl-xL, primary screen, biochemical, fluorescence polarization, HTS | Bcl-2-like protein 1 (Homo sapiens), Q07817 | GST-Bcl-xL / FITC-Bim BH3 peptide fluorescence polarization | inhibition, % at 10.9 µM | actives 0.7% (n = 320,000);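 active = inhibition above the mean of all tested compounds plus 3 SD, cutoff set per campaign, cut at about 30% in these data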;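 also: 0% = DMSO wells and 100% = unlabeled Bim-BH3 peptide competitor; inhibitors lower millipolarization by displacing the labeled peptide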
The depositor's hits bear a star; . = no result given. Not a hit list, and some 2.1% of all compounds hit somewhere here.

structure,CIT2 TOR yeast,VLA-4 inh,MCL1 BIM primary,GLD-1 TGE inh,Yeast superoxide,MEX-5 binding,AGP1 TOR yeast,GRK2 inh,Bcl-xL primary
CCN(CC)C(=O)Cn1nc(-c2ccncc2)nc1SCC(=O)Nc1ccc(OC)cc1,91,10,-1,0,128,-1.3,93,0,-2
Cc1nn(CC(O)COc2ccc3c(c2)CCC3)c(C)c1Br (centres undefined),93,-1,4,0,87,-1.0,94,0,-1
COCC(=O)N1CCC(Oc2ccc(C(=O)N3C[C@@H](C)O[C@@H](C)C3)cc2)CC1,101,10,-2,1,100,-1.6,104,2,3
Cc1c(C(=O)O)sc2nc(/C=C/c3ccccc3OC(F)F)[nH]c(=O)c12,99,-7,5,1,92,-6.8,101,0,6
COC(=O)c1ccc(Cl)cc1NC(=O)/C=C/c1ccc(C)o1,104,21,-1,3,98,-4.3,107,0,1
CCOc1ccc(OCCNC(=O)C(NC(=O)c2c(F)cccc2F)C(C)C)cc1 (centres undefined),102,7,-14,8,92,.,99,0,-6
O=C1CC(N(Cc2cccs2)C(=O)Nc2ccccc2)C(=O)N1c1ccc(Cl)cc1 (centres undefined),100,-4,8,3,106,6.6,100,4,0
COC(=O)c1cc(NC(=O)Cn2c(=O)oc3ccccc32)cc(C(=O)OC)c1,94,-8,-14,-12,123,0.3,96,3,-11
CCOc1ccc2nc(SCC(=O)c3ccc(Cl)s3)sc2c1,88,-4,-29,-9,110,-1.0,95,0,-21
Cc1cc(CNC(=S)Nc2ccc(S(=O)(=O)Nc3ncccn3)cc2)nn1C,106,1,5,-3,110,-2.2,106,0,2
Cn1nc(-c2ccccc2)c(C(O)c2ccccc2C(F)(F)F)c1Cl (centres undefined),106,-6,9,0,91,-0.8,102,5,7
COc1ccc(C(=O)N2N=C(c3cccc(NS(C)(=O)=O)c3)CC2c2cccs2)cc1 (centres undefined),104,-11,3,-3,101,1.8,107,1,2
CC/C(=N/O)c1cnnc(SC)n1,91,-13,9,-5,105,-0.2,98,0,4
C=CCN1CC(=O)N2Cc3[nH]c4ccccc4c3C[C@H]2C1=O,105,-11,3,-1,121,0.2,102,0,2
CC(NS(=O)(=O)c1ccc(F)cc1)C(c1cccs1)N1CCOCC1 (centres undefined),98,10,5,-4,76,3.9,101,5,2
O=C(/C=C/c1ccc(F)cc1)NCc1ccco1,86,9,2,3,98,1.3,61,0,0
CCn1c(C(O)c2ccc(C)cc2)nc2ccccc21 (centres undefined),101,10,7,6,112,0.6,104,0,13
COc1ccc(/C=N/NC(=O)C2CC2)c(OC)c1OC,.,15,-7,-3,94,0.9,90,8,-1
O=c1[nH]c2c(oc3ccccc32)c(=O)n1Cc1ccccc1,107,18,.,.,97,0.0,98,1,.
Cn1cc(S(=O)(=O)N2CCOCC2)cc1C(=O)NCc1ccc(Cl)cc1,91,2,4,-3,86,-0.3,97,3,2
O=C(CSc1nnc(Cn2cnc3ccccc32)o1)c1ccccc1,97,-2,-5,1,102,0.5,92,1,-6
COc1ccc([N+](=O)[O-])cc1NC(=O)CS(=O)(=O)c1ccc(C)cc1,93,10,5,-4,99,-2.1,102,1,7
COc1ccc(CC(=O)Oc2ccc(C(C)C)cc2)cc1S(=O)(=O)N1CCOCC1,100,7,-14,1,105,-5.5,106,0,-3
Cc1cccc(NC(=O)c2sc3nc4c(c(-c5ccco5)c3c2N)CCC4)c1,101,-23,-1,-4,97,-1.1,100,0,8
CC(C)CC(=O)NC1(C(F)(F)F)NC(=O)N(c2ccccc2)C1=O (centres undefined),103,-5,6,1,108,2.8,99,1,5
C[C@@H]1CN(C(=O)c2ccc(OC3CCN(S(=O)(=O)N(C)C)CC3)cc2)C[C@H](C)O1,90,-39,3,3,100,-1.4,94,3,1
O=c1c(-c2ccnn2-c2ccccc2F)cnc2n1CCS2,95,2,0,0,100,1.2,100,1,-1
O=C(Nc1ccc2nc3n(c(=O)c2c1)CCCC3)c1cncc(Br)c1,94,15,5,6,100,3.4,99,4,12
COCc1nnc(NC(=O)c2ccc(S(=O)(=O)N(C)c3ccccc3)cc2)o1,108,-31,7,1,109,0.7,105,0,5
Cc1ccc(CCNC(=O)C2CC(c3ccccc3C(F)(F)F)=NO2)cc1 (centres undefined),105,3,-1,1,84,0.2,114,7,-2
COc1ccc([N+](=O)[O-])cc1NC(=O)Cn1ccc(C(F)(F)F)n1,95,-4,6,1,105,0.4,92,1,1
CCCC[C@@H]1CCCO[C@@](C(=O)NCc2ccc(C)o2)(C(F)(F)F)C1,.,.,-2,-2,.,0.2,.,.,2
COc1cccc(/C=C/C(=O)OCC(=O)Nc2ccc(S(=O)(=O)N3CCCC3)cc2)c1,99,5,-13,1,94,-1.9,98,1,4
CCOC(=O)C[C@H]1c2ccc(C(F)(F)F)cc2S(=O)(=O)N1Cc1ccccc1,96,-6,-2,15,109,-0.2,96,0,-3
COc1cccc(CN2CCN(CC(=O)NCCc3ccccc3)CC2)c1,105,0,21,12,96,2.3,98,0,5
O=C(/C=C/c1cccs1)Nc1ccc(S(=O)(=O)Nc2ncccn2)cc1,96,2,5,-2,104,1.6,95,0,5
CCOC(=O)Cn1nnnc1CN(Cc1ccc(OC)cc1)Cc1cc2cc(C)cc(C)c2[nH]c1=O,94,19,10,8,101,-3.4,105,0,6
CCNC(=O)CC1C(=O)N(c2ccc(OC)cc2)C(=S)N1CCc1ccncc1 (centres undefined),101,18,-4,-8,104,1.5,103,3,-2
CCC(C)(C)NC(=O)CN(C(=O)C(=O)Nc1ccc2c(c1)OCCO2)C(C)(C)CC,102,5,3,7,91,-0.3,101,5,1
Cc1csc(NC(=O)CSCC(=O)Nc2ccccc2)n1,102,-12,4,-2,104,-3.3,98,1,-1
CCOc1ccc(S(=O)(=O)NCCC(=O)NCCOc2ccccc2)cc1,101,13,-3,2,110,-1.0,106,1,-3
CCN(CC)N=Nc1ccc(S(=O)(=O)Nc2c(C)n(C)n(-c3ccccc3)c2=O)cc1,110,8,-2,4,103,0.1,106,0,3
O=C(NCc1ccc2c(c1)OCO2)c1ccc(Br)cc1,80,1,-7,-9,99,-1.3,108,4,-2
CCOC(=O)C1=C(C)N=c2s/c(=C/c3ccco3)c(=O)n2C1c1cccc(OC)c1 (centres undefined),108,-14,1,2,97,-1.4,64,1,-3
CC1(C)Cc2ccccc2-c2nc(CN3CCOCC3)[nH]c(=O)c21,101,28,-2,2,108,-0.1,107,0,-2
Cc1cccc(C(=O)NCC(=O)OCc2nnc(-c3ccccc3)o2)c1,101,11,5,-2,90,1.5,111,0,2
COc1ccc(CCNC(=O)CSCc2ccc(C)cc2)cc1OC,109,6,11,-2,84,-0.8,105,1,9
Cc1ccc(N2CC(O)Cn3c2nc2c3c(=O)[nH]c(=O)n2C)cc1 (centres undefined),98,8,6,0,103,-2.2,97,0,1
COCCn1c(-c2ccc(Cl)cc2)nc2oc3cc(OC)ccc3c(=O)c2c1=O,.,-4,8,-1,92,0.1,.,2,11
COc1ccc(C2c3ccc(O)cc3Oc3ncn(CCN4CCOCC4)c(=N)c32)cc1OC (centres undefined),111,0,8,5,96,1.6,108,0,8
O=C(C1COc2ccccc2O1)N1CCc2ccccc2C1 (centres undefined),113,0,-3,-8,111,0.7,105,1,1
CCn1cc(CN(C)C(=O)CSc2nc(-c3ccco3)cc(C(F)(F)F)n2)c(C)n1,106,5,-3,-1,102,0.7,101,0,10
CCN1C(=O)[C@H]2[C@@H](c3ccc(-c4ccc(Cl)c(Cl)c4)cc3)N[C@@](C)(C(=O)OC)[C@H]2C1=O,90,5,7,7,94,2.3,88,1,4
CCC(CC)C(=O)Nc1cc(C(=O)OC)ccc1C(=O)OC,95,-11,10,0,84,-2.7,94,2,3
CC(C)CC(c1nnnn1C(C)C)N1CCN(c2cccc(Cl)c2)CC1 (centres undefined),111,6,8,5,94,-0.3,104,2,3
O=C(N/N=C/c1cc([N+](=O)[O-])ccc1O)/C(=C\c1cccs1)NC(=O)c1ccccc1,117,3,7,-5,110,0.0,102,1,-3
CCOC(=O)C1CCN(S(=O)(=O)c2ccc(OCC(=O)OC)cc2)CC1,107,15,7,-4,96,1.2,108,0,5
COc1ccccc1CNC(=O)COc1ccccc1C(=O)c1cnn(-c2ccccc2)c1,90,-25,-3,1,115,.,89,36,-7
COc1ccc(OC)c(N=Cc2c(O)c3ccccc3oc2=O)c1,106,-20,-7,-15,101,-29*,96,0,-4
CCCCn1c(CCC(=O)O)nc2cc(S(=O)(=O)N(CC)CC)ccc21,99,-39,15,16,110,-2.2,102,5,21

Continuation:
structure,CIT2 TOR yeast,VLA-4 inh,MCL1 BIM primary,GLD-1 TGE inh,Yeast superoxide,MEX-5 binding,AGP1 TOR yeast,GRK2 inh,Bcl-xL primary
COc1ccc(NC(=S)NC(=O)/C=C/c2ccco2)c(OC)c1,105,-1,15,3,86,1.9,102,0,6
CN(Cc1cccc(Cl)c1Cl)C(=O)c1cccc(S(=O)(=O)N2CCN(Cc3ccccc3)CC2)c1,91,19,-17,1,93,3.2,94,2,1
O=c1[nH]c(C2CCN(S(=O)(=O)c3cccc([N+](=O)[O-])c3)CC2)nc2c1nnn2Cc1ccccc1,106,9,-4,-7,113,1.5,98,0,-2
Cc1cc(OC(C)C(=O)NCc2cccnc2)c2c(C)c(C)c(=O)oc2c1 (centres undefined),104,-2,2,-2,117,1.9,95,0,6
O=C(Nc1cccc(S(=O)(=O)NC2=NCCC2)c1)c1cc(-c2ccccn2)nc2ccccc12,107,5,2,4,111,0.3,103,0,6
O=C(c1ccccc1-c1ncc[nH]1)N1CCCC(Nc2ccc(F)cc2)C1 (centres undefined),107,4,-2,7,92,-0.4,101,0,5
COc1ccccc1N1CCN(C(=O)CCCN2C(=O)c3cccc4cccc(c34)C2=O)CC1,88,0,14,5,80,-2.4,83,2,12
Cc1c2ccccc2cc(Cc2ccccc2)[n+]1C,98,-4,-17,0,98,1.8,101,0,-6
Cc1ccc(-c2c3c(nc4sc(C(N)=O)c(N)c24)CCC3)cc1,92,4,2,0,110,2.9,92,0,12
Cc1ccc2c(Cl)c(C(=O)NCCCn3ccnc3)sc2c1,110,7,3,5,106,4.0,103,0,6
COc1cc(COCC(O)CN2CCN(Cc3ccc4c(c3)OCO4)CC2)cc(OC)c1OC (centres undefined),103,-2,8,-2,98,-0.9,96,1,5
